High-throughput results (PubChem)
UHRF1 MBD2 ctr: UHRF1 methylated DNA binding inhibitors, primary screen, counter-screen for MBD2 inhibitor project, biochemical, TR-FRET, human UHRF1, single concentration. E3 ubiquitin-protein ligase UHRF1 (Homo sapiens), Q96T88. UHRF1 binding to methylated oligo. inhibition, % at 4.4 µM. hit rate 0.75% among 370,000. AID 687016, 2013; in the data active = inhibition above about 21%;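 also: UHRF1 SRA domain binding a hemimethylated CpG hairpin DNA probe; 0% = median of test compound wells and 100% = reference inhibitor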
Target sequence (Q96T88 whole entry, looked up, the tested form may be a part): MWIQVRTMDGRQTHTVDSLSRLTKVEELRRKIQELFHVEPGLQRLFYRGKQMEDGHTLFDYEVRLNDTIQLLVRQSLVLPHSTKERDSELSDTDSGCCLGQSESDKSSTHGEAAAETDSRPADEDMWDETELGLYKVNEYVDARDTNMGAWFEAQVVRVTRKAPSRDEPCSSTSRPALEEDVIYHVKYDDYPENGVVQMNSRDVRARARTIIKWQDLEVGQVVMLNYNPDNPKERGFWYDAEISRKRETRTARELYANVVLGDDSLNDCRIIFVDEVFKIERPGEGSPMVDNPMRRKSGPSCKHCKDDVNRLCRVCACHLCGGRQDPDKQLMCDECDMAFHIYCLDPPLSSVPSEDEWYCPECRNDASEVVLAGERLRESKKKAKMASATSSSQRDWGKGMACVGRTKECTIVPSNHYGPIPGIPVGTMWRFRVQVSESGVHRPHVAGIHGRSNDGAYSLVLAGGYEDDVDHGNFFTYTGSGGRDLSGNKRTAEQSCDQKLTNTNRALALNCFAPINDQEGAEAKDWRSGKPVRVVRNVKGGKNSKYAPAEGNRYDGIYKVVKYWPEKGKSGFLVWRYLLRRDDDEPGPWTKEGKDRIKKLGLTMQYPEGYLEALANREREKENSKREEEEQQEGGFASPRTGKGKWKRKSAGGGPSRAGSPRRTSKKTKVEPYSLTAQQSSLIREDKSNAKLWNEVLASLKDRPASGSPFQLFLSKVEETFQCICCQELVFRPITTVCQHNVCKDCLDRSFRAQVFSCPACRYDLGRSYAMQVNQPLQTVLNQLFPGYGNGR
Tn6 DDE FP: inhibitors of Tn6 peptide binding to fibrin DD(E), primary screen, biochemical, fluorescence polarization, human fibrin, Tn6 probe; Fibrinogen beta chain (Homo sapiens), P02675; Fibrin DD(E) TRITC-Tn6 fluorescence polarization displacement; inhibition, % at 8.3 µM; hit rate 0.21% among 370,000; AID 720509, 2013;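 active = inhibition above a per-campaign cutoff: mean of compounds within control limits plus 3 SD, cut at about 15% in these data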;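 also: 0% = median of all compound wells on the plate and 100% = blocking peptide control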
SIAE inh: human SIAE inhibitors, primary screen, biochemical, fluorescence polarization, FP-Rh probe, 1536-well HTS; AID 1053197, 2014; inhibition, % at 9.66 µM; SIAE FP-Rh probe binding; Sialate O-acetylesterase (Homo sapiens), Q9HAT2; hit rate 0.69% among 370,000;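 active = inhibition above a cutoff: mean of compounds within the control limits plus 3 SD of those, cut at about 17% in these data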;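 also: 0% = plate median of compound wells and 100% = probe without SIAE protein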
LEDGF integ inh: blockers of LEDGF/p75-dependent integrase strand transfer – biochemical, TR-FRET, high throughput, primary screen; HIV-1 integrase (with human LEDGF/p75); TR-FRET IN-LEDGF/p75 DNA integration, Eu/Cy5; inhibition, % at 3.7 µM; hit rate 0.64% among 370,000; AID 743269, 2014;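 active = inhibition above the screen-wide mean plus 3 SD, cut at about 13% in these data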;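 also: signal is the Cy5 over europium emission ratio at 671 and 618 nm; 0% = plate median of compound wells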
MBD2 inh: inhibitors of MBD2 binding to methylated DNA, primary screen, biochemical, TR-FRET, DNA-binding domain, human | Methyl-CpG-binding domain protein 2 (Homo sapiens), Q9UBB5 | MBD2 binding to methylated oligonucleotide | inhibition, % at 4.4 µM | hit rate 0.31% among 370,000; in the data active = inhibition above about 13%
DDE Tn7 FP inh: inhibitors of Tn7 peptide binding to fibrin DD(E), primary screen, biochemical, fluorescence polarization, human fibrin, Tn7 probe; AID 720508, 2013; Fibrinogen beta chain (Homo sapiens), P02675; FP displacement of FITC-Tn7 peptide from fibrin DD(E); 0% = median of compound wells per plate; inhibition, % at 8.3 µM; hit rate 0.13% among 370,000;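 active = inhibition above the mean of compounds falling within the control limits plus 3 SD of them, cut at about 14% in these data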;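 also: 0% = plate median of compound wells and 100% = 10 µM Aha-Tn7 peptide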
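Assay system: Human clot-derived fibrin DD(E) complex | Buffer or medium: Tris/NaCl/CaCl2 buffer, pH 7.8 | Repeats: One replicate per compound | Benchmarks: Aha-Tn7 high control | Measure: % inhibition scaled between sample-field median and high-control FP | Schedule: 10 min plus 3 h, room temperature | Signal: Fluorescence polarization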
TCR-CD3 inh: inhibitors of human TCR-CD3 interaction, primary screen, biochemical, fluorescence, TAMRA-labeled TCR probe; inhibition, % at 9.4 µM; T-cell receptor (TCR); hit rate 0.37% among 360,000; AID 651800, 2012; in the data active = inhibition above about 19%;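 also: recombinant mutant TCR 2C K166C tagged with TAMRA read by polarization; 0% = receptor in buffer alone and 100% = receptor with positive control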
KLK7 zymogen act: proKLK7 zymogen activators, primary screen, biochemical, fluorescence intensity; Kallikrein-7 (Homo sapiens), P49862; purified proKLK7, EDANS-DABCYL substrate fluorescence; 100% is mature enzyme control, 0% vehicle; AID 652039, 2013; hit rate 0.9% among 370,000; activation, % at 7 µM;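 active = activation above the mean of all tested compounds plus 3 SD, computed per campaign excluding outliers beyond control limits, cut at about 13% in these data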
Target sequence (P49862 whole entry, looked up): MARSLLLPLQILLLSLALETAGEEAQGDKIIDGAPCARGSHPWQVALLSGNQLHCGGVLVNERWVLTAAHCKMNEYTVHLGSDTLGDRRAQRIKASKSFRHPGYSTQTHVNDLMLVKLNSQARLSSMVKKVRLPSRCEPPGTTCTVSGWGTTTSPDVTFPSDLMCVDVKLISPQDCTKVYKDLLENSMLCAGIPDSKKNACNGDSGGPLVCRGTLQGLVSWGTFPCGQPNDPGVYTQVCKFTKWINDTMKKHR
TDP2 inh: human TDP2 enzyme inhibitors, primary screen, biochemical, epi absorbance, recombinant enzyme; Tyrosyl-DNA phosphodiesterase 2 (Homo sapiens), O95551; T5PNP hydrolysis, p-nitrophenol absorbance 415 nm; inhibition, % at 12.8 µM; hit rate 0.34% among 370,000; AID 720702, 2013;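 active = inhibition above the mean of all tested compounds plus 3 SD, set per campaign, cut at about 25% in these data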;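 also: 0% = DMSO with enzyme and 100% = buffer with substrate but no TDP2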
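Test system: human TDP2 enzyme; Input: 120 nM TDP2 per well; Buffer or medium: Mg2+-containing Tris-HCl buffer, pH 7.5; Reagent: 5 mM T5PNP; Dosing: 12.8 µM single point, 1% DMSO; Incubation: reaction 2 h, 37 °C; Detection: p-Nitrophenol epi absorbance; Read-out: % inhibition relative to enzyme-containing and enzyme-free wells; Replicates: single well per compound.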
PRMT1 inh: PRMT1 methyltransferase inhibitors, primary screen, biochemical, fluorescence polarization; Protein arginine N-methyltransferase 1 (Homo sapiens), Q99873; recombinant PRMT1, activity-based probe fluorescence polarization; inhibition, % at 2.79 µM; hit rate 1.3% among 370,000; AID 652257, 2013;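 active = inhibition above about 21% made by adding two undisclosed values, limit read from the data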
Numbers without * were called inactive.

1. COCCn1c(-c2ccc(F)cc2)nc2oc3cc(OC)ccc3c(=O)c2c1=O
2. COc1cc(S(=O)(=O)N2CCCCC2)ccc1NC=O
3. CC(C)NC(=O)c1ccc2c3n(nc2c1)-c1ccc(Cl)cc1CO3
4. O=c1[nH]c2cc([N+](=O)[O-])c([N+](=O)[O-])cc2[nH]c1=O
5. Cc1cc(C)c(C#N)c(SCc2ccc([N+](=O)[O-])cc2)n1
6. CCc1ccc(-n2c(CSc3nnnn3-c3ccccc3)nc3ccccc3c2=O)cc1
screen / no.	1	2	3	4	5	6
UHRF1 MBD2 ctr	-3	0	-4	-4	-3	1
Tn6 DDE FP	6	2	-6	-3	-1	-1
SIAE inh	7	10	2	-10	-3	0
LEDGF integ inh	-2	-2	4	-3	-1	2
MBD2 inh	-6	-1	1	-2	-1	1
DDE Tn7 FP inh	5	-1	-2	8	3	5
TCR-CD3 inh	0	-5	6	-3	-5	7
KLK7 zymogen act	0.1	-0.7	2.2	0.4	0.4	0.2
TDP2 inh	18	-3	0	8	19	3
PRMT1 inh	-4	1	-3	2	-2	-3

7. COc1ccc(C(C)(C)C)cc1S(=O)(=O)N1CCC(C(N)=O)CC1
8. O=C1OCC2=C1C(c1ccc(F)cc1)c1cc3c(cc1N2)OCCO3 (stereo unspecified)
9. COc1ccc(/C=C/C(=O)OCC(=O)Nc2ccc(N3CCOCC3)cc2)cc1OC
10. COc1ccc2[nH]c(C)c(CN3CCCCC3)c(=O)c2c1
11. COc1ccc(C(CC(=O)N2CCOCC2)c2c(OC)cc(OC)c3c(-c4ccccc4)cc(=O)oc23)cc1 (stereo unspecified)
12. Cn1cnc([N+](=O)[O-])c1Nc1ccccc1O
screen / no.	7	8	9	10	11	12
UHRF1 MBD2 ctr	-4	3	3	-1	4	6
Tn6 DDE FP	-2	-2	2	-4	1	-11
SIAE inh	1	2	-7	-4	0	-6
LEDGF integ inh	0	2	-1	-3	2	2
MBD2 inh	1	7	4	5	2	8
DDE Tn7 FP inh	10	-3	-2	3	5	6
TCR-CD3 inh	0	7	-5	6	-3	2
KLK7 zymogen act	-0.5	3.5	-1.1	-0.5	-5.6	0.7
TDP2 inh	1	2	-6	1	5	1
PRMT1 inh	-3	0	4	0	2	3

13. CSc1scc2c1-c1nc(SCC(=O)C(C)(C)C)ncc1CC2
14. CN(C)CCCN(C(=O)c1nc2ccccc2s1)c1nc2ccc(F)cc2s1
15. C=C1CCN([C@@H](CC(C)C)C(=O)NCc2cc(OC)c(OC)c(OC)c2)S(=O)(=O)c2ccccc21
16. Cc1ccc(C)n1-c1ccc(N2CCOCC2)cc1
17. NC(=O)CC1C(=O)N(c2ccccc2)C(=S)N1NC(=O)c1ccccc1 (stereo unspecified)
18. COC(=O)c1ccc(OC(=O)C23CCC(C)(C(=O)O2)C3(C)C)cc1 (stereo unspecified)
screen / no.	13	14	15	16	17	18
UHRF1 MBD2 ctr	2	0	-4	-7	0	-1
Tn6 DDE FP	-9	3	-2	-10	5	0
SIAE inh	-7	-1	4	16	-5	1
LEDGF integ inh	-1	9	-2	0	-2	0
MBD2 inh	5	-5	-2	0	2	2
DDE Tn7 FP inh	-1	0	1	2	-4	3
TCR-CD3 inh	-5	-5	1	-3	-4	4
KLK7 zymogen act	-7.0	-0.4	0.0	0.4	-0.2	0.2
TDP2 inh	10	-11	12	18	-6	-9
PRMT1 inh	-1	1	0	6	5	-3

An excerpt from above in order of SMILES length, lowest first.
16. Cc1ccc(C)n1-c1ccc(N2CCOCC2)cc1
12. Cn1cnc([N+](=O)[O-])c1Nc1ccccc1O
14. CN(C)CCCN(C(=O)c1nc2ccccc2s1)c1nc2ccc(F)cc2s1
17. NC(=O)CC1C(=O)N(c2ccccc2)C(=S)N1NC(=O)c1ccccc1 (stereo unspecified)
18. COC(=O)c1ccc(OC(=O)C23CCC(C)(C(=O)O2)C3(C)C)cc1 (stereo unspecified)
11. COc1ccc(C(CC(=O)N2CCOCC2)c2c(OC)cc(OC)c3c(-c4ccccc4)cc(=O)oc23)cc1 (stereo unspecified)
15. C=C1CCN([C@@H](CC(C)C)C(=O)NCc2cc(OC)c(OC)c(OC)c2)S(=O)(=O)c2ccccc21
screen / no.	16	12	14	17	18	11	15
UHRF1 MBD2 ctr	-7	6	0	0	-1	4	-4
Tn6 DDE FP	-10	-11	3	5	0	1	-2
SIAE inh	16	-6	-1	-5	1	0	4
LEDGF integ inh	0	2	9	-2	0	2	-2
MBD2 inh	0	8	-5	2	2	2	-2
DDE Tn7 FP inh	2	6	0	-4	3	5	1
TCR-CD3 inh	-3	2	-5	-4	4	-3	1
KLK7 zymogen act	0.4	0.7	-0.4	-0.2	0.2	-5.6	0.0
TDP2 inh	18	1	-11	-6	-9	5	12
PRMT1 inh	6	3	1	5	-3	2	0

Next section.
19. CCC(=O)Nc1cccc(-c2nc3ccc(C)cc3o2)c1
20. COc1ccc2oc(C(=O)OCC(=O)NC(=O)c3ccccc3)c(C)c2c1
21. Cc1c(C)c2cc3c4c(oc3c(C)c2oc1=O)CCCC4
22. CCCN(CCC)CCCNC(=O)CCNS(=O)(=O)c1ccc(Br)cc1
23. Oc1ccccc1-c1cc(-c2ccc(Cl)cc2)n[nH]1
24. Cc1cnc(SCc2cnc(C)nc2N)nc1
screen / no.	19	20	21	22	23	24
UHRF1 MBD2 ctr	1	-2	4	3	-1	-2
Tn6 DDE FP	1	2	-2	-3	-4	2
SIAE inh	-9	8	-11	-2	-12	-2
LEDGF integ inh	4	0	3	0	-1	-3
MBD2 inh	-4	2	-3	-3	5	-1
DDE Tn7 FP inh	2	-2	-9	-5	-1	2
TCR-CD3 inh	-15	-7	4	4	0	4
KLK7 zymogen act	-0.4	5.0	-0.5	0.1	-0.1	-0.1
TDP2 inh	-33	12	3	-8	-1	5
PRMT1 inh	0	0	-1	-5	1	2

25. Cc1nnc(NC(=O)CSc2nnc(CNC(=O)C34CC5CC(CC(C5)C3)C4)n2C2CCCCC2)s1
26. CN(C(=O)c1ccc(NC(=O)Cc2ccc(NC(=O)C3CCN(C(=O)c4ccccc4)CC3)cc2)cc1)C1CC1
27. Cc1ccccc1NS(=O)(=O)c1ccc(C(=O)N2CCCC2)cc1
28. O=C(N/N=C/c1ccc(O)cc1)c1cccc(C(F)(F)F)c1
29. CCC(CC)NC(=O)COn1nnc2ccc(S(=O)(=O)N3CCOCC3)cc21
30. CC(C)(C)C(=O)c1cnc(Nc2ccccc2Cl)s1
screen / no.	25	26	27	28	29	30
UHRF1 MBD2 ctr	2	0	0	2	0	-2
Tn6 DDE FP	-9	5	9	-2	4	1
SIAE inh	-5	0	1	6	-5	-4
LEDGF integ inh	4	-1	2	1	0	0
MBD2 inh	-8	-4	-1	-2	-2	-3
DDE Tn7 FP inh	-9	8	2	3	1	0
TCR-CD3 inh	3	6	2	-2	-1	1
KLK7 zymogen act	-0.4	0.0	-0.2	-0.5	-0.4	0.6
TDP2 inh	-16	-5	2	-13	16	1
PRMT1 inh	-6	-2	3	0	1	-1

31. COc1ccc(NC(=O)COC(=O)C2CC(=O)N(c3ccc(C)cc3)C2)cc1 (stereo unspecified)
32. CCc1ccccc1NC(=O)/C(=C/c1ccco1)c1ccccc1
33. CC(C)OP(=O)(OC(C)C)C(NC(=O)c1ccccc1)C(N)=O (stereo unspecified)
34. CCN(CC)CCNC(=O)/C(=C/c1cn(CC)c2ccccc12)NC(=O)c1cc(OC)c(OC)c(OC)c1
35. COCCCNc1oc(-c2ccccc2OC)nc1C#N
36. CCCCN1C(=O)/C(=C/C=C2\Oc3ccccc3N2CC)SC1=S
screen / no.	31	32	33	34	35	36
UHRF1 MBD2 ctr	-1	-1	-2	-1	5	2
Tn6 DDE FP	8	6	1	0	-1	1
SIAE inh	0	0	0	2	0	-30
LEDGF integ inh	-2	3	4	-7	-1	-12
MBD2 inh	5	1	-6	0	0	1
DDE Tn7 FP inh	-2	-1	-4	3	6	0
TCR-CD3 inh	5	-2	5	-5	-4	-17
KLK7 zymogen act	0.5	0.1	0.0	-0.2	-11	-0.4
TDP2 inh	4	-4	6	-3	10	-8
PRMT1 inh	0	3	-3	2	1	-12

37. Cc1ccc(S(=O)(=O)N(CC(=O)N/N=C/c2ccccc2C(=O)O)c2cc(Cl)cc(Cl)c2)cc1
38. O=C(NCCCn1ccnc1)c1cc(Br)c(Br)s1
39. O=C(NC1CCCC1)C(c1ccc(F)cc1)N(Cc1ccc(Cl)cc1)C(=O)CCl (stereo unspecified)
40. Cc1noc(C)c1S(=O)(=O)N(C)C[C@@H]1OCc2cn(nn2)CCCC(=O)N([C@@H](C)CO)C[C@H]1C
41. O=C(CSc1nnc(-c2ccc(S(=O)(=O)N3CCCC3)cc2)n1CC1CCCO1)NC1CC1 (stereo unspecified)
42. O=C(COc1ccc2c3c(c(=O)oc2c1)CCCC3)NCCCn1ccnc1
screen / no.	37	38	39	40	41	42
UHRF1 MBD2 ctr	2	0	4	4	-1	-3
Tn6 DDE FP	8	-5	6	-1	6	-3
SIAE inh	-9	-6	2	-5	-1	-2
LEDGF integ inh	-2	-2	-3	7	3	-1
MBD2 inh	0	0	2	-3	-2	-1
DDE Tn7 FP inh	-1	-1	13	2	0	0
TCR-CD3 inh	-3	-4	-2	-4	2	0
KLK7 zymogen act	0.0	0.0	0.5	-0.3	-0.1	0.5
TDP2 inh	-14	9	12	-18	-3	10
PRMT1 inh	9	-5	0	-2	-2	-2

43. CCCCn1c(SCc2c(C)noc2C)nc2cc(S(N)(=O)=O)ccc21
44. COC(=O)c1ccc2cn[nH]c2c1
45. CCc1ccc2[nH]c(=O)c(CN(CCN(CC)CC)C(=O)NC3CCCCC3)cc2c1
46. COc1ccc(CN(C)C2c3ccccc3-c3ccccc32)cc1
screen / no.	43	44	45	46
UHRF1 MBD2 ctr	-1	-3	2	6
Tn6 DDE FP	0	-3	8	-4
SIAE inh	-2	-3	-4	-1
LEDGF integ inh	1	2	-2	0
MBD2 inh	1	-2	-5	1
DDE Tn7 FP inh	-5	-7	3	-6
TCR-CD3 inh	-1	-1	3	0
KLK7 zymogen act	0.4	-0.3	1.0	0.3
TDP2 inh	2	2	-1	-4
PRMT1 inh	1	-3	-2	-1
